Tb PGK inh: T. brucei PGK inhibition. P07378. PGK/GAPDH coupled, Kinase-Glo luminescence, 60 min. Potency, µM (doses to about 57.5 µM), for inactives: at the top dose activity change, negative = inhibition, actives largely listed as inhibitors. actives 0.043% (n = 380,000); further: on the % scale 0 is the no-effect control and ±100 the full control effect; nearly all actives have a fitted effect of over 60% in size
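Luminescent ATP detection (Kinase-Glo Plus) follows a 60-minute room-temperature incubation, with wells lacking PGK as controls. Buffer: 100 mM TEA (pH 7.6), 5 mM MgCl2, 0.01% Tween-20. Coupling enzyme GAPDH (100 nM final) supplies unstable 1,3-BPG in-well.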
BAZ2B inh: inhibitors of human BAZ2B bromodomain; Q9UIF8; AlphaScreen BAZ2B-H3K14Ac peptide displacement; Potency, µM (top dose mostly 114 µM), for the others: at the highest dose activity change, negative = inhibition, most hits filed as inhibitors; actives 4.4% (n = 360,000); AID 504333; further: on the % scale 0 is the no-effect control and ±100 the full control effect; nearly all actives have a fitted effect of over 60% in size
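BAZ2B 50 nM plus b-H3(5-23)K14Ac 50 nM, PBS pH 7.4/0.01% Tween-20, 30 min RT; compound added (max 110 uM), 30 min RT; streptavidin donor/Ni-chelate acceptor beads 10 ug/mL final, 20 min dark; AlphaScreen read.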
JMJD2A Tudor inh: inhibitors of human JMJD2A Tudor domain | actives 4.4% (n = 390,000) | O75164 | AID 504339 | Potency, µM (series often up to 114 µM), without a hit: at the top dose activity change, negative = inhibition, usual class: inhibitors | AlphaScreen JMJD2A-Tudor / H3K4me3 peptide binding; further: on the % scale 0 is the no-effect control and ±100 the full control effect; nearly all actives have a fitted effect of over 50% in size
G9a inh: G9a (human) methyltransferase inhibition; Q96KQ7; G9a H3K9 monomethylation, AlphaScreen, 2 h; Potency, µM (top dose mostly 102 µM), for the others: at the top dose activity, negative = inhibition, usual class: inhibitors; actives 8.8% (n = 350,000); further: on the % scale 0 is the no-effect control and ±100 the full control effect; nearly all actives have a fitted effect of over 75% in size
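Step 1: enzyme (final 20 nM) with compound, 15 min RT. Step 2: substrate peptide 500 nM and SAM 20 uM, 2 h RT. Step 3: anti-H3K9me1 antibody and AlphaScreen beads, 10 min, then plate read.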
Pin1 inh: inhibitors of human Pin1 | Potency, µM (top dose mostly 115 µM), without a hit: at the highest dose activity, negative = inhibition, hits mostly inhibitors | actives 0.009% (n = 390,000) | Pin1 FP peptide displacement, HiFluor488, 10 min | Q13526; active means well fitted inhibition curve with a large enough effect in the polarisation, with a control signal flat, not every such curve was filed as active; inconclusive means small, poorly fitted or top-dose-only effect, or effect the other way, or a change in a side signal; inactive means no such curve, though single readings can be large or run the other way; the % refers to the polarisation; further: on the % scale 0 is the no-effect control and ±100 the full control effect
Target sequence (Q13526 whole entry, looked up): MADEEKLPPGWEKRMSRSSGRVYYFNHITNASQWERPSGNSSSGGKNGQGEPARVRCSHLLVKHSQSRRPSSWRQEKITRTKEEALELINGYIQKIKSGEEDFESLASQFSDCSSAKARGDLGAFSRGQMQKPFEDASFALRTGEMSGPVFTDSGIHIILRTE
Pol iota inh: inhibitors of human DNA polymerase iota. Potency, µM (doses to about 115 µM), inactives show top-dose activity, negative = inhibition, usual class: inhibitors. Pol iota fluorescent replication assay, 10 min. AID 588590. Q9UNA4. actives 1% (n = 390,000)
Target sequence (Q9UNA4 whole entry, looked up): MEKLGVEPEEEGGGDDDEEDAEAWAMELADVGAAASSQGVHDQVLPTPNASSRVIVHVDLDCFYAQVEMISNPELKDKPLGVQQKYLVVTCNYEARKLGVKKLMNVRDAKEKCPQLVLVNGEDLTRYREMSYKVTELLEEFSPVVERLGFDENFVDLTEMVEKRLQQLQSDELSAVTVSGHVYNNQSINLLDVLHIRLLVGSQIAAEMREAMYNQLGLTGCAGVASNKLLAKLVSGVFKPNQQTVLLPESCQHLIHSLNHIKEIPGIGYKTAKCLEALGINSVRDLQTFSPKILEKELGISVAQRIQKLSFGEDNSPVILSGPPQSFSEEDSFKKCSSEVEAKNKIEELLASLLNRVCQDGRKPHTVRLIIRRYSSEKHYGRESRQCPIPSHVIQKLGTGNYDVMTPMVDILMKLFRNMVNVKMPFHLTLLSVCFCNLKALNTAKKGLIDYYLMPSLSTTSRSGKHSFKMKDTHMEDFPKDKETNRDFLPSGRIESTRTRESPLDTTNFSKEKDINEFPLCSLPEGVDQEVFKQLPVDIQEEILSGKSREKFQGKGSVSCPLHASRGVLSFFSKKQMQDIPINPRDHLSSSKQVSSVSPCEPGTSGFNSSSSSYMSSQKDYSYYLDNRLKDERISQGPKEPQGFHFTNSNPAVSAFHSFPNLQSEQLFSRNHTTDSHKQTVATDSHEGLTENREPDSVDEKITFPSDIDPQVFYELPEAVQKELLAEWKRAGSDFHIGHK
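Fluorescent replication assay read twice, at 0 min and 10 min after adding 50 nM (final) substrate. Enzyme (10 nM) and compounds were first incubated 15 min at room temperature; enzyme-free buffer wells were negative controls.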
BLM inh: inhibitors of human Bloom syndrome helicase BLM. actives 0.2% (n = 350,000). Potency, µM (series often up to 56.1 µM), inactives show at the top dose activity change, negative = inhibition, hits mostly inhibitors. P54132. recombinant BLM DNA unwinding, fluorescence dequenching;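 further: plate controls were vehicle for no effect and no enzyme for full effect; nearly all actives have a fitted effect of over 35% in size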
GLS inh: blocks human kidney-isoform glutaminase activity | GLS enzymatic activity, qHTS titration | Potency, µM (doses to about 45.5 µM), without a hit: at the highest dose activity change, negative = inhibition, usual class: inhibitors | O94925 | AID 624170 | actives 0.21% (n = 410,000); further: on the % scale 0 is the no-effect control and ±100 the full control effect
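Glutamate formation by hKGA was monitored fluorometrically using coupled glutamate oxidase, HRP and Amplex Red. Substrate was added as 1 mM L-glutamine solution; incubation was 30 min at RT after an initial read.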
HP1b binding inh: inhibitors of HP1-beta chromodomain binding to methylated histone tails; P83916; AlphaScreen HP1-beta / biotin-H3K9me3 peptide binding; Potency, µM (doses to about 114 µM), inactives show at the top dose activity change, negative = inhibition, most hits filed as inhibitors; actives 0.56% (n = 390,000); further: nearly all actives have a fitted effect of over 70% in size; inactives centre near 23
Target sequence (P83916 whole entry, looked up): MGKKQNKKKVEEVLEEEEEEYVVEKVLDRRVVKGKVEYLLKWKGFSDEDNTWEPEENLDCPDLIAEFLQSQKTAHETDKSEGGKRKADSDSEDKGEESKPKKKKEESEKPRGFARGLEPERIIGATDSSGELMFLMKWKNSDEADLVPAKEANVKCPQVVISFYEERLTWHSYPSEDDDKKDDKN
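HP1-beta protein (50 nM final) preincubated 30 min at room temperature with biotinylated H3(1-18)K9me3 peptide (50 nM) in PBS pH 7.4, 0.01% Tween-20, then compound added for 30 min. AlphaScreen streptavidin donor/nickel chelate acceptor beads (10 ug/mL final), 30 min dark, luminescence read.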
Active calls of the source: *; i = inactive; ? = inconclusive; · = not tested or not shown; & = joins results of further samples; [ ] = dose if it differs, or a comment. Unless noted, the call rests on the fitted dose curve; in most records, active means well fitted curve in the direction sought with a large enough effect; inconclusive means small, poorly fitted or top-dose-only effect, or another doubt; inactive means no such curve, though single readings can be large; an effect the other way counts as inactive or inconclusive. Potency means the concentration at half of the fitted maximal effect.

Structure	Tb PGK inh	BAZ2B inh	JMJD2A Tudor inh	G9a inh	Pin1 inh	Pol iota inh	BLM inh	GLS inh	HP1b binding inh
Cc1ccc2[nH]cc(C(=O)CN3CCN(C)CC3)c2c1	-3%	6%	-9%	·	0%	38%[activator]	4%	5%	2%
COc1ccc2oc(C(=O)OCc3nnc(-c4ccccc4)o3)c(C)c2c1	-9%	-3%	-1%	11%[12.7 µM]	2%	-10%	·	4%	24%
O=C(Nc1ccccc1)NC1CCN(Cc2c(F)cccc2Cl)CC1	1%	-2%	-6%	·	-1%	111%[activator]	0%	4%	7%
Cc1cc2ncn(CCCCOc3ccccc3)c2cc1C	-2%&3%	7%&1%	-1%&-19%	?	2%&3%	-1%&11%	-6%&-8%	2%&5%	58%&25%[activator]
Cc1cc(-c2ccc(S(=O)(=O)Nc3ccc(C#N)cc3)s2)on1	0%	-7%	-3%	?	-1%	?	-2%	10%	55%[activator]
Cc1cc(C)cc(C(=O)NCC(=O)OCc2c(C)noc2C)c1	-3%	3%	-15%	29%[59 µM]	6%	18%	-9%	14%	17%
COc1ccc(CNC(=O)C2(CC3CC(c4ccccc4)=NO3)CCN(C(=O)Cc3ccc(F)cc3)CC2)cc1 (stereo not given)	-5%	·	-24%	·	22%	4%	·	5%	6%
CN1CCN(/C=N/C2=C(C#N)C(c3ccccc3)C3=C(CC(C)(C)CC3=O)O2)CC1 (stereo not given)	-3%	-5%[57.1 µM]	4%[57.1 µM]	-12%	?	13%	0%	7%	9%
OC(COc1ccc2cc(Br)ccc2c1)CN1CCOCC1 (stereo not given)	-5%	0%	-7%	-7%[59 µM]	7%	6%	-3%	1%	3%
O=S1(=O)CCN(C(CO)c2ccccc2)CC1 (stereo not given)	-7%	-5%	-15%	-6%[12.7 µM]	-8%	38%[activator]	2%	1%	35%
CCCCOCCCN1CC(=O)N2[C@@H](Cc3c([nH]c4ccccc34)C2(C)C)C1=O	-14%	-5%	-8%	-8%[2.33 µM]	2%	122%[activator]	-2%	14%	13%
O=C(Nc1ccc(NC(=O)c2ccco2)nc1)c1cccc(F)c1	-4%	-15%	-18%	14%	47%[activator]	18%	-9%	1%	31%[activator]
COC(=O)c1cc(C)nc(N)c1C#N	-1%	-20%	-7%	0%	0%	12%	-2%	7%	19%
O=C(Cn1cc(C(F)(F)F)ccc1=O)NCc1ccc(F)cc1	-6%	11%	1%	18%	-1%	60%[activator]	1%	-1%	25%
CCCCOc1nnc(-c2ccc(OCC)cc2)c2ccccc12	-1%	17%	81%[activator]	8%[59 µM]	3%	12%	-10%	-1%	109%[activator]
COC(=O)c1cc(Br)c(=O)n(-c2ccccc2OC)c1	-5%	0%	-7%	7%	-8%	8%	-1%	-3%	31%
O=C(CNC(=O)c1ccccc1Br)N/N=C/c1ccco1	-5%	3%	-14%	45%[activator]	-4%	31%[activator]	3%	-9%	15%
O=C1C2C3C=CC(C3)C2C(=O)N1/N=C/c1cn(Cc2ccc(F)cc2)c2ccccc12 (stereo not given)	i	-9%	-4%[11.4 µM]	3%	20%	-4%	-9%	-24%	-7%
COc1ccc(OCCCCc2c(C)n[nH]c2C)cc1	-5%	·	?	·	-4%	79µM*	·	15%	-6%
Cc1cccn2cc(-c3ccc(S(=O)(=O)N4CCOCC4)cc3)nc12	0%	-2%	-27%	9%[59 µM]	0%	21%	2%	3%	16%
CC1(C)CC(=NO)CC(C)(C)N1	i	-1%	-7%	-20%	-5%	18%	-7%	-23%	29%
COc1cccc2c3c(c(C)nc12)CCN3c1ccccc1	3%	4%	5%	18%[12.7 µM]	2%	110%[activator]	79%[activator]	-6%	18%
OC(c1ccc(Cl)cc1Cl)C(Cc1cccnc1)n1cncn1 (stereo not given)	-4%	18%	-8%	-20%[12.7 µM]	-2%	51%[activator]	-2%	-16%	23%
O=C(O)C1C2CCC(C2)C1C(=O)NCCc1ccc(F)cc1 (stereo not given)	1%	6%	-3%	·	-2%	-11%	1%	-3%	58%[activator]
COc1ccc(NC(=O)C(NCC(C)C)c2ccccc2)cc1Cl (stereo not given)	-3%	40µM*	4.5µM*	50µM*	-15%	78%[activator]	-3%	16%	16µM*
O=C(NCc1ccccc1F)C1CCCN1C(=O)Nc1ccc(Cl)cc1 (stereo not given)	·	-14%	5%	-5%	5%	-6%	-4%	0%	73%[activator]
CC(C)C(NC(=O)c1ccccc1F)C(=O)Nc1nccs1 (stereo not given)	1%	-14%	-6%	-16%	3%	1%	-5%	7%	22%
Cc1ccc(CN(C(=O)COc2cccc([N+](=O)[O-])c2)c2ccccn2)cc1	-4%	-19%	-11%	3%[59 µM]	-8%	7%	-4%	4%	37%
CCOc1ccc(NC(=O)CSc2nnc(Cn3c(=O)sc4ccccc43)n2C)cc1	10%	-2%	1%	7%[59 µM]	-7%	26%	7%	-1%	21%
Cc1ccc(-c2nc(SCC(=O)c3c(N)n(C4CC4)c(=O)[nH]c3=O)n[nH]2)cc1	8%	·	-15%	·	6%	12%	·	5%	43%[activator]

4 of these compounds, set out differently.
COC(=O)c1cc(C)nc(N)c1C#N
  Tb PGK inh: -1%; BAZ2B inh: -20%; JMJD2A Tudor inh: -7%; G9a inh: 0%; Pin1 inh: 0%; Pol iota inh: 12%; BLM inh: -2%; GLS inh: 7%; HP1b binding inh: 19%
OC(c1ccc(Cl)cc1Cl)C(Cc1cccnc1)n1cncn1 (stereo not given)
  Tb PGK inh: -4%; BAZ2B inh: 18%; JMJD2A Tudor inh: -8%; G9a inh: -20%[12.7 µM]; Pin1 inh: -2%; Pol iota inh: 51%[activator]; BLM inh: -2%; GLS inh: -16%; HP1b binding inh: 23%
O=C1C2C3C=CC(C3)C2C(=O)N1/N=C/c1cn(Cc2ccc(F)cc2)c2ccccc12 (stereo not given)
  Tb PGK inh: i; BAZ2B inh: -9%; JMJD2A Tudor inh: -4%[11.4 µM]; G9a inh: 3%; Pin1 inh: 20%; Pol iota inh: -4%; BLM inh: -9%; GLS inh: -24%; HP1b binding inh: -7%
Cc1cc(-c2ccc(S(=O)(=O)Nc3ccc(C#N)cc3)s2)on1
  Tb PGK inh: 0%; BAZ2B inh: -7%; JMJD2A Tudor inh: -3%; G9a inh: ?; Pin1 inh: -1%; Pol iota inh: ?; BLM inh: -2%; GLS inh: 10%; HP1b binding inh: 55%[activator]

Of the compounds above, these contain an aryl thioether with sulfur outside any ring:
Structure	Tb PGK inh	BAZ2B inh	JMJD2A Tudor inh	G9a inh	Pin1 inh	Pol iota inh	BLM inh	GLS inh	HP1b binding inh
CCOc1ccc(NC(=O)CSc2nnc(Cn3c(=O)sc4ccccc43)n2C)cc1	10%	-2%	1%	7%[59 µM]	-7%	26%	7%	-1%	21%
Cc1ccc(-c2nc(SCC(=O)c3c(N)n(C4CC4)c(=O)[nH]c3=O)n[nH]2)cc1	8%	·	-15%	·	6%	12%	·	5%	43%[activator]

Following part:
Structure	Tb PGK inh	BAZ2B inh	JMJD2A Tudor inh	G9a inh	Pin1 inh	Pol iota inh	BLM inh	GLS inh	HP1b binding inh
CCC(C)(C)NC(=O)CN(Cc1ccccc1)C(=O)CCC(=O)Nc1nccs1	0%	0%	-8%	21%	1%	18%	2%	5%	-1%
CNC(=S)SCCOc1ccccc1	-2%	32%	46%[activator]	45%	8%	32%	-1%	-5%	121%[activator]
COc1ccc(OCc2ccc(-c3nc(C#N)c(N4CCC(C(N)=O)CC4)o3)o2)cc1	i	?	?	-7%[59 µM]	2%	15%	-2%	-5%	14%
CC(=O)c1cccc(NC(=O)CSc2ccc(-c3cccnc3)nn2)c1	i	·	-8%	·	7%	35%[activator]	·	-14%	38%
COC1=C(N)C(=O)c2nc(-c3nc(C(=O)O)c(C)c(-c4ccc(OC)c(OC)c4O)c3N)ccc2C1=O	?	2%	89µM*	?	?	0.89µM*	3.5µM*	2%	-23%
NC(=O)C1CCN(C(=O)c2ccc3c(c2)N(Cc2cccc(Cl)c2)C(=O)c2ccccc2S3(=O)=O)CC1	0%	-2%	-7%	-16%[59 µM]	0%	-10%	3%	-10%	-15%
CC(=O)c1ccc(OCC(O)CN2CCOCC2)cc1 (stereo not given)	-3%	10%	-10%	-4%	0%	-20%	0%	-5%	20%
COc1cccc(-c2cc(C(F)(F)F)nc(N3CCOCC3)n2)c1	-3%	96%[activator]	116%[activator]	84%[activator][12.7 µM]	3%	12%	-6%	-1%	211%[activator]
CN1C(=O)CC(C(=O)O)SC1=Nc1cccc(C(F)(F)F)c1 (stereo not given)	-3%	-5%	-17%	11%[59 µM]	-13%	7%	-2%	-12%	9%
O=S1(=O)CC(O)C(N2CCCCC2)C1 (stereo not given)	0%	13%	-11%	17%[59 µM]	-2%	9%	4%	-2%	12%
Cc1nc(N2CCCCCC2)c2ccccc2n1	0%	-2%	-2%	?	7%	-24%	-2%	6%	21%
CCC(=O)Nc1nc(-c2ccc3c(c2)CC(C)N3S(C)(=O)=O)cs1 (stereo not given)	-2%	-23%	-11%	-26%	-4%	18%	-7%	0%	11%
Cc1ccc(NC(=O)C2CC(=O)N/C(=N/NC(=O)c3ccc(C)cc3)S2)cc1 (stereo not given)	-1%	0%	-9%	-2%[59 µM]	-14%	9%	-11%	7%	58%[activator]
CC(C)Cc1nnc(NC(=O)CCC(=O)N2CC(C)CC(C)C2)s1 (stereo not given)	i	-15%[57.1 µM]	-18%	3%	4%	-20%	-2%	-2%	22%
O=C(CCc1nc2ccccc2c(=O)[nH]1)Nc1ccc(F)cc1	15%	1%	13%[57.1 µM]	17%	3%	-5%	-1%	9%	28%
COc1ccc(/C=N/NC(=O)CNC(=O)c2ccncc2)cc1	-10%	3%	-2%	41%	-2%	3%	3%	-18%	-4%
O=C(O)c1cccc(S(=O)(=O)N(Cc2ccccc2)c2cccc(C(F)(F)F)c2)c1	-2%	-12%	-11%	13%	-10%	-19%	-4%	-4%	40%[activator]

This is a subset (hit frequency here may not be typical).
